TRHR enhancer: allosteric enhancers of human TRH receptor; P34981; TRHR cells, fluo-8 calcium fluorescence, EC20 TRH enhancement; enhancement, % at 2 µM; actives 0.66% (n = 360,000); AID 493056; in the data active = enhancement above about 30%; also: 0% is about no effect
Target sequence (P34981 whole entry, looked up): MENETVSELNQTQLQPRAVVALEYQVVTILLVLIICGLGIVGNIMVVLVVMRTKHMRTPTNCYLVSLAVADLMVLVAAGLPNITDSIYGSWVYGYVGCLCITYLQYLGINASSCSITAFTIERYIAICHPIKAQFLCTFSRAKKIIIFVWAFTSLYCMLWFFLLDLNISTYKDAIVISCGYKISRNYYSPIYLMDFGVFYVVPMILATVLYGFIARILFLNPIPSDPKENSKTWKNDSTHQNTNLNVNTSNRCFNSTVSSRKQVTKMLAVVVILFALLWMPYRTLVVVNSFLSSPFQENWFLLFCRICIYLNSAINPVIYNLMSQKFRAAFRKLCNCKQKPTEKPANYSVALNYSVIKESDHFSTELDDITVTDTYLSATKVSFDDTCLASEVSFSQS
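Enhancer read-out: after compound pinning and an initial kinetic agonist-mode read, an EC20 of TRH (10 nM final) was injected and fluo-8 calcium signal (Ex 480/Em 530) followed at 1 s/cycle for 100 cycles in TRHR-expressing cells.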
D1 antagonist: blocks dopamine activation of the human D1 receptor. actives 3.2% (n = 360,000). P21728. HEK293 TREx D1 cells, calcium flux, dopamine EC80; active compounds read low. activity change, negative = inhibition, % at 10 µM; in the data active = activity change below about -30%; also: % is scaled to controls: 0 for no effect and ±100 for the full control effect
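After overnight tetracycline induction at 30 C, force-coupled D1 HEK293 cells took up a no-wash calcium dye at room temperature. Compounds were added and monitored 180 s, and the response to EC80 dopamine was then recorded.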
D2 potentiator: D2 dopamine receptor (human) potentiation; P14416; HEK293 T-REx D2, calcium flux, EC20 dopamine potentiation; potentiation, % at 10 µM; actives 0.34% (n = 340,000);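 active = potentiation over 3 SD above the plate norm, cut at about 30% in these data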; also: 0% is about no effect
Target sequence (P14416 whole entry, looked up): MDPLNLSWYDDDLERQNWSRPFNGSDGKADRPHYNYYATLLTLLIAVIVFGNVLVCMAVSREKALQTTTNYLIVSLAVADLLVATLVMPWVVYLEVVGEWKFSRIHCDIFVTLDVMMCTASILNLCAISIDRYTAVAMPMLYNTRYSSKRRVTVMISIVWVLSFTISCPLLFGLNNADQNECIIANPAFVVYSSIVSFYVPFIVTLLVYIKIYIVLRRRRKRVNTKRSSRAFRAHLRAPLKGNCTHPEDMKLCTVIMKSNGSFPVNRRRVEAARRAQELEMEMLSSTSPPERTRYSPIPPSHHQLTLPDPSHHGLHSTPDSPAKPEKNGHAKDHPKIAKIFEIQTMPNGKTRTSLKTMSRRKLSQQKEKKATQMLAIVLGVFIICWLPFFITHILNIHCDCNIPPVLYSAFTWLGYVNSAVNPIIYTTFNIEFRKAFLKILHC
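Potentiation of an EC20 dopamine calcium response is measured in a force-coupled, tetracycline-inducible Hek293 Trex D2 line. Compound-only kinetic reads over 180 s flag agonists before dopamine addition.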
RXFP1 antag: RXFP1 (human) relaxin receptor antagonism | Q9HBX9 | HEK293-RXFP1, relaxin-stimulated cAMP HTRF, 30 min; active compounds read low | activity change, negative = inhibition, % at 57.5 µM | actives 0.59% (n = 350,000) | AID 1259400;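 active = activity change of -60% or lower, but not beyond a set lower limit; inconclusive = change between -60% and -40%, or beyond the set limit; inactive = change above -40%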; also: % is scaled to controls: 0 for no effect and ±100 for the full control effect
D1 agonist: agonists of human D1 dopamine receptor; P21728; HEK293 T-REx D1 cells, calcium flux, agonist mode; activation, % at 2 µM; actives 1% (n = 360,000); AID 504660; in the data active = activation above about 30%; also: 0% is about no effect
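Agonism was scored from calcium flux recorded over 180 s (1 read/s) after pintool compound addition, following a 10-cycle baseline. Cells were inducible force-coupled HEK293 TREx D1, plated overnight at 30 C and loaded with no-wash calcium dye.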
RXFP1 ag: activates the human relaxin receptor RXFP1; HEK293T-RXFP1 cAMP TR-FRET, 30 min; response scale: percent of porcine relaxin response, buffer zero; Potency, µM (highest dose often 57.5 µM), without a hit: at the top dose activation, most hits filed as activators; actives 0.3% (n = 370,000); AID 2676; also: potency is read from the fitted curve at half-maximal effect; % is scaled to controls: 0 for no effect and ±100 for the full control effect; nearly all actives have a fitted effect of over 60% in size; many of its hits are not listed in these tables
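HEK293 cells stably expressing RXFP1, treated 30 min at 37C with compounds plus PDE4 inhibitor Ro 20174; cAMP measured by HTRF TR-FRET. Normalized to buffer and 29 nM porcine relaxin; EC50 by Hill fit.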
D1 potentiator: potentiators of human D1 dopamine receptor; HEK293 TREx D1 cells, calcium flux, dopamine EC20 potentiation; potentiation, % at 10 µM; actives 0.036% (n = 360,000); in the data active = potentiation above about 30%; also: 0% is about no effect
Apoferritin bind: candidate novel general anesthetic via apoferritin binding | apoferritin/1-aminoanthracene competitive binding, fluorescence | P02791 | AID 485281 | Potency, µM (top dose mostly 77.5 µM), for inactives: at the highest dose activity change, negative = displacement, most hits filed as inhibitors | actives 0.074% (n = 350,000); also: potency is read from the fitted curve at half-maximal effect; % is scaled to controls: 0 for no effect and ±100 for the full control effect; nearly all actives have a fitted effect of over 20% in size
Target sequence (P02791 2-175 limits assumed): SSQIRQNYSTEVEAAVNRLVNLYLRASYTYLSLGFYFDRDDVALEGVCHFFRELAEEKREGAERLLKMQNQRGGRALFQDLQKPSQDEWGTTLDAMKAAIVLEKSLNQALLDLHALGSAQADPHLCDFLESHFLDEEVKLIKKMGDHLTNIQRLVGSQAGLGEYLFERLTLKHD
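10 uM apoferritin + 50% sat. 1-AMA, PBS; cpd 10 min RT; Ex380/Em535 endpoint; normalized to free probe vs complex; 4-param Hill fit; propofol titration as pos. ctrl.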
TRHR agonist: TRH receptor (human) agonism; P34981; TRHR cells, calcium flux fluo-8, FDSS agonist mode; activation, % at 2 µM; actives 0.18% (n = 360,000); AID 493084; in the data active = activation above about 30%; also: 0% is about no effect
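Fluo-8-loaded TRHR cells; 10 s baseline, compound added, kinetic Ca2+ fluorescence read 1/s, agonist mode.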
Active calls of the source: *; ? = inconclusive; nt = not tested or not shown; & = joins results of further samples; [ ] = dose if it differs, or a comment. Unless noted, calls follow the shape of the dose curve; as a rule, active = well fitted curve in the direction sought with a large enough effect; inconclusive = small, poorly fitted or top-dose-only effect, or another doubt; inactive = no such curve, though single readings can be large; an effect the other way counts as inactive or inconclusive. The list is partial; the hit share may differ from the screen's.

#	molecule	TRHR enhancer	D1 antagonist	D2 potentiator	RXFP1 antag	D1 agonist	RXFP1 ag	D1 potentiator	Apoferritin bind	TRHR agonist
1	COc1ccc(-c2nc3ccc(NS(C)(=O)=O)cc3o2)cc1	23	-3	16	-7	5	18%	0	-3%	0.5
2	COc1ccc(-c2nc3cc(C(C)C)ccc3o2)cc1NC(=O)c1ccc(C)c(Cl)c1	-2	-10	-2	-18	5	-0.9%	6	-12%	-0.1
3	Cc1nn(CCCC(=O)NCCc2ccccc2)c(=O)c2nccn12	3	26	-6	16	0	?	5	-12%	0.1
4	Cc1cc(C)nc(SCc2ccc(C(=O)NNC(=O)Nc3cccc(Cl)c3)cc2)n1	-4	-15	11	2	2	-1.6%	-8	-10%	-0.2
5	CCn1nc(C(=O)Nc2ccc(S(=O)(=O)Nc3nccs3)cc2)c2ccccc2c1=O	2	6	17	1	3	-0.9%	0	-16%	1.2
6	COCCN(C(=O)COc1ccccc1)c1nnc(-c2cccnc2)s1	3	-9	-1	1	4	-0.1%	0	-10%	0.0
7	CCN(CC)CCCNC(=O)C(C)n1nc(C)n2c(cc3occc32)c1=O (stereo not drawn)	1	7	-21	nt	-1	4.0%	-2	2%	1.2
8	CCN(C(=O)COC(=O)CCS(=O)(=O)c1ccc(C)cc1)C1CCS(=O)(=O)C1 (stereo not drawn)	1	-4	13	-11	5	4.8%	-4	-2%	0.4
9	Nn1c(SCC(=O)N2CCCCC2)nnc1-c1ccncc1	6	0	1	-3	2	0.8%	0	-6%	0.5
10	O=C(COc1coc(CN2CCCc3ccccc32)cc1=O)Nc1ccc([N+](=O)[O-])cc1	2	0	-2	-23	0	0.4%	-1	nt	0.1
11	COc1cc(C2C(C#N)=C(N)Oc3c2c(-c2ccccc2)nn3-c2ccccc2)cc(OC)c1OC (stereo not drawn)	18	-26	-15	-35	10	1.0%	-3	-9%	-0.5
12	CC(C)[C@H](NC(=O)N1CCn2c1nc1ccccc12)C(=O)NC1CC1	1	-9	-2	-17	1	-0.2%	2	3%	0.0
13	Cc1nc(-c2ccc(F)cc2)c(CC(=O)N2CCN(S(=O)(=O)c3cccc(F)c3)CC2)s1	-1	9	6	-15	4	1.4%	-7	nt	0.9
14	CCOC(=O)N1CCN(C(=O)c2ccc3c(c2)NC(=O)C(N2CCOCC2)S3)CC1 (stereo not drawn)	1	21	-3	nt	3	2.1%	-6	-8%	1.3
15	CCOC(=O)Cc1csc(NC(=O)CSc2nc(=O)[nH]c3c2CCCC3)n1	-2	-6	-3	-10	1	2.7%	3	nt	0.5
16	C=CCn1c(NCc2ccc(N(C)C)cc2)nc2ccccc21	4	1	-15	0	8	-3.1%	-3	6%	0.4
17	OC(CN1CCCCC1)CN(c1ccccc1)c1ccccc1 (stereo not drawn)	3	-15	9	-7	25	-1.0%	-11	-21%	-0.7
18	COc1ccc(NC(=O)Nc2ccc(F)cc2)cn1	2	-18	4	4	16	-0.9%	-2	-2%	0.6
19	O=C(O)Cc1ccc(C(=O)c2ccc(Cl)cc2)s1	4	-4	3	1	2	2.4%	-4	-7%	0.0
20	Cc1nn(CC(=O)Nc2ccc3c(c2)nc2n3CCN(C3CCCCC3)C2)c(=O)c2ccccc12	46*	1	-6	-11	1	0.5%	-3	-8%	0.3
21	CC(=O)Nc1cccc(NC(=O)c2ccc([N+](=O)[O-])cc2Cl)c1	-4	-12	5	-1	2	-0.2%	-7	4%	0.1
22	COc1ccc(NS(=O)(=O)c2cc(NC(=O)C3CCCCC3)ccc2N2CCOCC2)cc1	-13	9	-1	-2	1	-0.5%	2	-18%	1.8
23	O=C(Nc1ccc(N2CCN(C(=O)C3CC3)CC2)cc1)c1cccs1	3	nt	-6	-34	-1	1.3%	-1	-3%	-0.4
24	COc1ccc(-c2nc(CS(=O)(=O)CC(=O)NC3CCCCCC3)c(C)o2)cc1	-4	-6	-10	2	0	4.4%	-2	?	-1.3

Rewritten with values under each structure: part of the list above
The line under a structure holds: TRHR enhancer	D1 antagonist	D2 potentiator	RXFP1 antag	D1 agonist	RXFP1 ag	D1 potentiator	Apoferritin bind	TRHR agonist
#20 Cc1nn(CC(=O)Nc2ccc3c(c2)nc2n3CCN(C3CCCCC3)C2)c(=O)c2ccccc12
 : 46*	1	-6	-11	1	0.5%	-3	-8%	0.3
#21 CC(=O)Nc1cccc(NC(=O)c2ccc([N+](=O)[O-])cc2Cl)c1
 : -4	-12	5	-1	2	-0.2%	-7	4%	0.1

Next records
#	molecule	TRHR enhancer	D1 antagonist	D2 potentiator	RXFP1 antag	D1 agonist	RXFP1 ag	D1 potentiator	Apoferritin bind	TRHR agonist
25	Cc1cc(C)c(NC(=O)/C(=C/c2ccco2)c2ccccc2)c(C)c1	-7	0	-8	-7	0	0.4%	-14	?	0.2
26	CCOc1ccc(S(=O)(=O)N(CC)CC)cc1NS(=O)(=O)c1ccc(F)c(F)c1F	2	-29	8	-10	4	0.0%	-8	-3%	-0.1
27	Cc1cc2c(C)nc(N/N=C/c3ccccc3)nc2o1	-11	-8	-2	2	1	6.5%	-9	-10%	-1.1
28	CCOc1ccc2nc(N3CCC(C(=O)NCCCN4CCOCC4)CC3)sc2c1	-2	4	12	-7	1	-3.1%	1	-7%	-0.1
29	O=c1ccc2cc(O)c(O)cc2o1	-1	-41*	-6	nt	2	2.9%	-4	740%[activator][29.3 µM]	-0.1
30	O=C(Nc1ccc(F)cc1F)C1CCCN1S(=O)(=O)c1ccc(-c2ccc(=O)[nH]n2)s1 (stereo not drawn)	-3	-9	-3	29	2	1.0%	-4	9%	-0.4
31	CC(C)(C)NC(=O)Cn1nnc(-c2ccccc2NC(=O)c2cnccn2)n1	12	-9	17	17	1	1.5%	-1	-16%	-0.1
32	Cc1cc(C)cc(-n2c(SCC(=O)Nc3cccc(F)c3)nc3c([nH]c4ccccc43)c2=O)c1	-1	22	nt	nt	0	3.9%	2	2%	0.3
33	COc1ccc(S(=O)(=O)N2CCCCCC2)cc1C(=O)NCCc1ccccc1	-10	11	2	-1	10	3.6%	nt	nt	0.4
34	COc1cccc(NC(=O)CN(C)C(=O)CCNS(=O)(=O)c2ccc(C)cc2)c1	2	-11	-5	5	0	-0.3%	nt	nt	0.1
35	N#Cc1ccc(-n2nccc2-c2cnc3n(c2=O)CCS3)cc1	9	5	8	2	0	1.2%	-2	-8%	0.9
36	CCOC(=O)c1c(-c2ccc(C)cc2)csc1/N=C(\C)C1=C(O)c2ccccc2C1=O	-5	-18	0	10	1	0.2%	-6	-2%	0.9
37	CCOC(=O)C(=O)C1=C(N2CCOCC2)/C(=C\c2cccc([N+](=O)[O-])c2)CC1	0	-4	1	-8	1	0.2%	3	-3%	0.0
38	O=C(CCl)Nc1cc2[nH]c(=O)[nH]c2cc1Br	7	0	nt	-6	0	3.0%	-2	-4%	-0.4
39	O=C(CCC1CCCC1)N[C@@H](Cc1ccc(O)cc1)C(=O)O	10	7	-11	nt	1	-0.1%	2	1%	-0.5
40	Cc1ccn2c(Nc3ccc(F)cc3)c(-c3ccc(C)o3)nc2c1	-3	4	nt	1	-2	13%	1	94%[activator]	-1.9
41	CCC(C(=O)Nc1cc(C)ccc1OC)n1nnc(C(=O)OC)c1C(=O)OC (stereo not drawn)	0	16	-2	-7	1	-2.0%	1	4%	-0.2
42	CCN(CC)c1ccc(C(=O)OCC(=O)Nc2sccc2C#N)cc1	-1	2	16	11	3	3.2%	6	?	2.6
43	Cc1ccc(CCNC(=O)c2cc(C)nc3c2c(C)nn3-c2ccc(C)cc2)cc1	15	-15	2	-1	3	0.5%	-10	-6%	0.5
44	COc1ccccc1NC(=O)N(Cc1ccco1)Cc1cc2ccc(C)c(C)c2[nH]c1=O	-2	6	-3	3	1	1.0%	-5	-9%	-0.6
45	Cc1nc(-c2ccccn2)sc1C(=O)Nc1ccc(F)cc1F	-4	-4	-6	-8	0	1.8%	-10	-14%	-1.2
46	O=C(Nc1nc2ccccc2s1)C1CC(=O)N(c2ccc(Br)cc2)C1 (stereo not drawn)	7	-12	7	-9	5	1.0%	-5	-15%	-0.7
47	CSc1nc(-c2ccccc2)c(C#N)c(=O)[nH]1	0	3	-4	36	2	?	-2	0%	-0.2
48	CCOC(=O)c1cccc(NC(=O)/C=C/c2cccc([N+](=O)[O-])c2)c1	14	-6	13	-2	3	0.3%	-4	-19%	1.1
49	O=C1CN(C(=O)CNC(=O)c2ccccc2Cl)c2ccccc2N1	5	-9	-15	10	2	-0.3%	1	-2%	0.9
50	COc1ccc(/C=N/NC(=O)c2ccn[nH]2)cc1COc1ccc(Cl)cc1Cl	-1	-5	8	-5	6	0.2%	0	?	0.0
51	C=CCNc1sc(C(=O)C2CC2)c(N)c1C#N	1	6	24	2	1	-1.0%	0	-14%	0.8
52	CC1CCN(S(=O)(=O)c2ccc(C(=O)Nc3ccccc3-c3nc4ccccc4[nH]3)cc2)CC1	-3	10	3	nt	4	0.1%	-4	-4%	1.2
53	Cc1csc(SCC(=O)c2c(N)n(CC(C)C)c(=O)n(C)c2=O)n1	-4	-12	nt	-18	16	-2.4%	-7	0%	0.7
54	O=C(CN1C(=O)NC2(CCCCCC2)C1=O)c1ccc(Cl)s1	-1	-12	10	-10	1	1.0%	-1	nt	0.0
55	COc1ccc(NC(=O)C2=CC(c3ccco3)=NS(=O)(=O)N2C)cc1	-3&0	-12&-14	-2&-1	-14&1	8&6	7.5%&-2.7%	-6&-3	?	0.0&0.8
56	COc1nn(CC(=O)N2N=C(C(F)F)CC2(O)C(F)F)cc1[N+](=O)[O-] (stereo not drawn)	1	1	-2	1	-2	3.5%	-4	-4%	1.1
57	CCN(CC(=O)Nc1ccc2c(c1)OCCO2)C(=O)/C=C/c1ccc([N+](=O)[O-])cc1	2	-17	2	5	2	0.7%	nt	nt	0.1
58	O=C(Nc1cccc(S(=O)(=O)N2CCCCC2)c1)c1ccc(N2CCCC2=O)cc1	-2	7	51*	-9	1	9.1%	-2	nt	0.8
59	CN(CCc1ccccn1)C1CCCN(S(=O)(=O)c2ccccc2Cl)C1 (stereo not drawn)	2	2	0	0	0	2.0%	-6	-8%	0.3
60	CC1CC(C)CN(C(=O)c2ccc3ncsc3c2)C1 (stereo not drawn)	6	-3	12	2	12	0.0%	nt	nt	0.0
61	O=C(CC12CC3CC(CC(C3)C1)C2)Nc1ccc2c(c1)COC2=O	-3	-29	-3	2	5	-1.2%	-5	?	0.8
62	O=C(c1ccco1)N1CCN(C(=O)c2cnn3c2NC(c2cccs2)CC3C(F)(F)F)CC1 (stereo not drawn)	2	-16	-9	5	7	0.6%	1	-11%	-0.2

Screening results from PubChem BioAssay.
